# Apaf1 inhib: human Apaf-1 inhibition; reconstituted apoptosome caspase-3 activity, DEVD-Rh110 fluorescence; inhibition, % at 20 µM; 0.71% of 330,000 active; AID 489030; active = inhibition of at least 40% at 20 µM;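 note: plate controls were DMSO wells for no effect and DEVD-CHO caspase inhibitor wells for full effect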
#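 System: Apoptosome proteins | Medium: Hepes pH 7.5 with detergent and BSA | Also added: Cytochrome c trigger plus (Z-DEVD)2-Rh110 caspase-3 substrate | Incubation: 30 min compound preincubation, 50 min activation, room temperature | Detection: Rhodamine 110 fluorescence at Ex 480/Em 540 nm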
# SENP8 block-1: blocks human SENP8 cleavage of Nedd8 substrate. 0.64% of 360,000 active. recombinant SENP8, Nedd8 substrate fluorescence. AID 602440. Q96LD8. inhibition, % at 20 µM; in the data active = inhibition mostly above about 40%, no sharp cut-off; inactive = mostly below about 27%
# HKDC1 inh: HKDC1 (human) hexokinase inhibition; AID 493160; recombinant HKDC1, G6PDH/diaphorase resazurin coupled fluorescence; 0.16% of 340,000 active; Q2TB90; inhibition, % at 20 µM;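 active = inhibition above about 35% when tested at 20 µM, limit read from the data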;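 note: plate controls were DMSO wells with enzyme for no effect and DMSO wells lacking enzyme for full effect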
#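 Test system: HK5 enzyme. Quantity: 5 µg/mL HK5 final. Reagent: glucose and ATP substrates. Schedule: 90 min reaction incubation at room temperature, dark. Technique: resazurin-to-resorufin fluorescence via G6PDH and diaphorase coupling, 525/613 nm. Control set: DMSO wells with and without enzyme mix.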
# SENP7 block: SENP7 protease inhibition. recombinant SENP7, Z-RLRGG-aminoluciferin luminescence, 40 min. inhibition, % at 5 µM. Q9BQF6. 1.5% of 330,000 active;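 active = inhibition above about 50% at the single test dose, limit read from the data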;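 note: plate controls were DMSO with enzyme for no effect and no enzyme buffer wells for full effect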
# Target sequence (Q9BQF6 706-1050 limits assumed): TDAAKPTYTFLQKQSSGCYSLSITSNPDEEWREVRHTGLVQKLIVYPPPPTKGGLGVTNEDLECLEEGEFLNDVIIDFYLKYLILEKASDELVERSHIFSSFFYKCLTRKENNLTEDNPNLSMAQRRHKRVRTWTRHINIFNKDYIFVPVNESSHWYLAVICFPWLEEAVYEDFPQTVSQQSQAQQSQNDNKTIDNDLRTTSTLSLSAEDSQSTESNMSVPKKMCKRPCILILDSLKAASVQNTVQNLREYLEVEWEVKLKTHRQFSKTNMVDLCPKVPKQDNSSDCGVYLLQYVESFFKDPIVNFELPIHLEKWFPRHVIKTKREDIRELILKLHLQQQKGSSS
# SENP1 inh: SENP1 (human) catalytic domain inhibition. AID 624204. recombinant SENP1 catalytic domain, CyPet-SUMO1-YPet FRET cleavage. inhibition, % at 10 µM. 0.21% of 360,000 active;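 active = inhibition at least 30% at 10 µM, raw YFP signal under a set limit, fluorescence ratio 0.5 to 1.5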;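 note: 0% = enzyme with DMSO and 100% = no enzyme wells; some results filed as inactive read as strong as hits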
# Target sequence (Q9P0U3 419-644 limits assumed): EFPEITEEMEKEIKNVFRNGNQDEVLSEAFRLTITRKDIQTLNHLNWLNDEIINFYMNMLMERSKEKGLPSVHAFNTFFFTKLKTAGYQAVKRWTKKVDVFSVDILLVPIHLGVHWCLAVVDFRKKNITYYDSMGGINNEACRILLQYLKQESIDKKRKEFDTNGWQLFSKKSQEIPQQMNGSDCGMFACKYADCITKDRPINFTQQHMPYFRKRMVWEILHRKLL
#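 Compound: 10 µM single point, 0.5% DMSO; Test system: hSENP1 catalytic domain, recombinant; Timing: 50 min reaction at room temperature; Technique: FRET, CFP and YFP emission; Control set: no-enzyme wells low, DMSO-plus-enzyme wells high control.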
# SENP6 block: blocks the human protease SENP6 | Q9GZR1 | Recombinant SENP6 catalytic domain, aminoluciferin luminescence | inhibition, % at 10 µM | 1.8% of 330,000 active | AID 2599;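 active = inhibition above about 50% at the single tested dose, limit read from the data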;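 note: plate controls were DMSO wells with enzyme for no effect and DMSO wells lacking enzyme for full effect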
# Target sequence (Q9GZR1 628-1112 limits assumed): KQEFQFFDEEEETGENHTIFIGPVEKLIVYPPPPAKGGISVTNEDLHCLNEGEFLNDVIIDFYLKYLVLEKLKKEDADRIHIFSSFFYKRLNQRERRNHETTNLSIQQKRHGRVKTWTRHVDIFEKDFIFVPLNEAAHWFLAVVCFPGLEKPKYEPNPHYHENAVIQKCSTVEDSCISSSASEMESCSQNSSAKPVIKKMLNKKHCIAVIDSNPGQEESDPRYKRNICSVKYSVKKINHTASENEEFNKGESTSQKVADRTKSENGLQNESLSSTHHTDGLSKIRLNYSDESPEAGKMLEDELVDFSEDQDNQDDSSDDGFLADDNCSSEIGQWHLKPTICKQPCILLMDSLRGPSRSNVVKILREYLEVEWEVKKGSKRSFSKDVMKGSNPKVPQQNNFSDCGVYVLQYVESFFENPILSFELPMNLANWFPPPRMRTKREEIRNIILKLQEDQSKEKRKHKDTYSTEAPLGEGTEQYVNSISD
# SENP8 block-2: SENP8 protease inhibition. AID 2540. 1.2% of 330,000 active. inhibition, % at 10 µM. purified SENP8, Z-RLRGG-aminoluciferin cleavage, luminescence; in the data active = inhibition above about 50%
# PfGluPho inh: PfG6PD (Plasmodium falciparum) enzyme inhibition; PfGluPho enzyme, NADPH resazurin-diaphorase fluorescence; 0.78% of 350,000 active; inhibition, % at 20 µM;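 active = inhibition reaching at least a set limit at 20 µM in the primary screen, cut at about 59% in these data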;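 note: 0% = DMSO wells with substrate and 100% = DMSO wells lacking glucose-6-phosphate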
# * hit, by the source's call; / = not tested or not shown.
SMILES,Apaf1 inhib,SENP8 block-1,HKDC1 inh,SENP7 block,SENP1 inh,SENP6 block,SENP8 block-2,PfGluPho inh
COc1ccc(C2/C(=C(/O)c3ccc(C)cc3)C(=O)C(=O)N2C)cc1 (stereo not drawn),-8,26,-5,1,0,-3,2,-23
CCc1c(C)nc(SC/C=C/c2ccccc2)[nH]c1=O,6,10,-1,3,-2,5,1,-4
Cn1c(=O)c2c(nc(Oc3ccccc3Br)n2C)n(C)c1=O,/,20,3,/,3,/,/,-2
Cc1ccc(S(=O)(=O)N2CCC(C(=O)N3CC(C)OC(C)C3)CC2)cc1 (stereo not drawn),-3,10,-9,-2,1,-10,7,3
CC(C)=C1C(=O)NN(c2ccc(F)c(Cl)c2)C1=O,0,3,10,-13,-1,-1,-28,-3
CCNc1ccc(C(=O)OCC(=O)NCCN2C(=O)CSC2=O)cc1[N+](=O)[O-],6,31,-2,-3,1,16,-1,-7
CC1C(=O)Nc2ccccc2N1C(=O)c1ccc(O)cc1 (stereo not drawn),3,18,1,-1,1,-12,-10,6
Cc1ccc(C)c(NC(=S)NC(NC(=O)Cc2cccc3ccccc23)C(Cl)(Cl)Cl)c1 (stereo not drawn),-24,8,-2,12,2,-10,4,-29
COc1cc(C(C)=O)ccc1COc1ccc(C(=O)OCC(=O)NC2CCS(=O)(=O)C2)cc1OC (stereo not drawn),-1,16,1,2,-3,5,6,-9
COc1ccc(N(C(=O)c2cc3ccccc3oc2=O)C2C=CS(=O)(=O)C2)cc1 (stereo not drawn),-6,-5,-5,5,2,4,-5,1
O=C(COC(=O)c1cnc(Cl)c(Cl)c1)Nc1ccc(S(=O)(=O)N2CCCC2)cc1,10,6,-2,1,-1,27,1,10
COc1cc(C2C(C#N)=C(N)Oc3c2oc(CO)cc3=O)ccc1OC(C)C (stereo not drawn),-6,8,-9,-2,-3,7,5,-9
NC(=S)NC(c1ccccc1)c1ccncc1 (stereo not drawn),-7,10,-2,14,2,1,-11,24
CCCNC(=O)/C(=C/c1cn(S(=O)(=O)N(C)C)c2ccccc12)NC(=O)c1ccc(OC)cc1,4,14,-4,-3,-3,3,2,3
Cc1nc2cc(C(=O)OCC(=O)NC34CC5CC(CC(C5)C3)C4)ccc2n1-c1ccccc1,14,-139,6,8,-4,-2,-4,9
CCOc1ccc(C(=O)Nc2ccccc2N2CCN(C(=O)c3ccccc3)CC2)cc1[N+](=O)[O-],20,7,-2,-8,1,-7,-5,-5
COc1ccc(-n2c(SCC(=O)Nc3sc4c(c3C#N)CCCC4)nnc2-c2ccccc2OC)cc1,17,2,4,2,-1,5,-4,-8
CC(C)CN(C(=O)COC(=O)c1cnc(Cl)c(Cl)c1)c1c(N)n(Cc2ccccc2)c(=O)[nH]c1=O,14,8,3,4,-1,-1,9,-13
COc1ccc(NC(=O)C2CCN(C(=O)c3cccs3)CC2)cc1OC,-2,15,-4,-5,2,-7,-4,-14
CCCCn1c(=O)[nH]c(=O)c2c1nc(-c1cc(Br)c(OCC)c(OC)c1)n2C,9,-158,-4,2,-14,-6,-1,-4
CCOc1cc(NC(=S)NC)c(OCC)cc1NC(=O)c1ccco1,1,10,18,-1,-2,-9,-4,-6
COCCNC(=O)CCCn1c(=O)c2cc(OC)c(OC)cc2n(CC(=O)c2ccc(Cl)cc2)c1=O,-14,/,/,7,/,-14,0,/
COc1ccc(OCC(=O)N/N=C(\C)CC(=O)Nc2ccc(OC)cc2[N+](=O)[O-])cc1,4,24,-13,2,2,-6,1,13
Cc1ccc(-c2c(C(=O)N/N=C/C3CCCCC3)nnn2-c2nonc2N)cc1,4,2,-1,3,2,6,-4,12
Cn1ncc2c(NNC(=O)Cc3ccccc3)ncnc21,-3,14,6,-4,1,-19,5,-8

# Shown with bars between the fields: entries from further up.
SMILES | Apaf1 inhib | SENP8 block-1 | HKDC1 inh | SENP7 block | SENP1 inh | SENP6 block | SENP8 block-2 | PfGluPho inh
COc1cc(C(C)=O)ccc1COc1ccc(C(=O)OCC(=O)NC2CCS(=O)(=O)C2)cc1OC (stereo not drawn) | -1 | 16 | 1 | 2 | -3 | 5 | 6 | -9
COc1ccc(N(C(=O)c2cc3ccccc3oc2=O)C2C=CS(=O)(=O)C2)cc1 (stereo not drawn) | -6 | -5 | -5 | 5 | 2 | 4 | -5 | 1
O=C(COC(=O)c1cnc(Cl)c(Cl)c1)Nc1ccc(S(=O)(=O)N2CCCC2)cc1 | 10 | 6 | -2 | 1 | -1 | 27 | 1 | 10
COc1cc(C2C(C#N)=C(N)Oc3c2oc(CO)cc3=O)ccc1OC(C)C (stereo not drawn) | -6 | 8 | -9 | -2 | -3 | 7 | 5 | -9
NC(=S)NC(c1ccccc1)c1ccncc1 (stereo not drawn) | -7 | 10 | -2 | 14 | 2 | 1 | -11 | 24
CCCNC(=O)/C(=C/c1cn(S(=O)(=O)N(C)C)c2ccccc12)NC(=O)c1ccc(OC)cc1 | 4 | 14 | -4 | -3 | -3 | 3 | 2 | 3
Cc1nc2cc(C(=O)OCC(=O)NC34CC5CC(CC(C5)C3)C4)ccc2n1-c1ccccc1 | 14 | -139 | 6 | 8 | -4 | -2 | -4 | 9
CCOc1ccc(C(=O)Nc2ccccc2N2CCN(C(=O)c3ccccc3)CC2)cc1[N+](=O)[O-] | 20 | 7 | -2 | -8 | 1 | -7 | -5 | -5
COc1ccc(-n2c(SCC(=O)Nc3sc4c(c3C#N)CCCC4)nnc2-c2ccccc2OC)cc1 | 17 | 2 | 4 | 2 | -1 | 5 | -4 | -8
CC(C)CN(C(=O)COC(=O)c1cnc(Cl)c(Cl)c1)c1c(N)n(Cc2ccccc2)c(=O)[nH]c1=O | 14 | 8 | 3 | 4 | -1 | -1 | 9 | -13
COc1ccc(NC(=O)C2CCN(C(=O)c3cccs3)CC2)cc1OC | -2 | 15 | -4 | -5 | 2 | -7 | -4 | -14
CCCCn1c(=O)[nH]c(=O)c2c1nc(-c1cc(Br)c(OCC)c(OC)c1)n2C | 9 | -158 | -4 | 2 | -14 | -6 | -1 | -4
CCOc1cc(NC(=S)NC)c(OCC)cc1NC(=O)c1ccco1 | 1 | 10 | 18 | -1 | -2 | -9 | -4 | -6
COCCNC(=O)CCCn1c(=O)c2cc(OC)c(OC)cc2n(CC(=O)c2ccc(Cl)cc2)c1=O | -14 | / | / | 7 | / | -14 | 0 | /
COc1ccc(OCC(=O)N/N=C(\C)CC(=O)Nc2ccc(OC)cc2[N+](=O)[O-])cc1 | 4 | 24 | -13 | 2 | 2 | -6 | 1 | 13
Cc1ccc(-c2c(C(=O)N/N=C/C3CCCCC3)nnn2-c2nonc2N)cc1 | 4 | 2 | -1 | 3 | 2 | 6 | -4 | 12

# Next entries
SMILES,Apaf1 inhib,SENP8 block-1,HKDC1 inh,SENP7 block,SENP1 inh,SENP6 block,SENP8 block-2,PfGluPho inh
CC/C(=N\NC(=O)Nc1ccccc1)c1ccccc1,16,12,-7,6,1,-2,-1,-1
CCOC(=O)C1=C(C)NC(=S)NC1c1ccco1 (stereo not drawn),-13,25,3,2,-4,-8,-5,49
CCN(CC)C(=O)[C@H]1C[C@H](CC(=O)NCCCN(C)C)C(=O)N2CCc3c([nH]c4ccc(Cl)cc34)[C@]12C,26,16,-6,0,1,/,/,-6
O=C1c2ccccc2C(Nc2ccc(S(=O)(=O)N3CCCCC3)cc2)N1c1ccccn1 (stereo not drawn),21,-1,6,-3,-5,-20,-12,22
Cc1ccc(C)c(S(=O)(=O)N2CCCC2CNC(=O)C(=O)NCCc2ccccc2)c1 (stereo not drawn),19,-1,-1,-5,0,-9,-4,3
CCCCn1c(N)c(N(CCC(C)C)C(=O)COC(=O)c2cccnc2SC)c(=O)[nH]c1=O,3,-3,0,4,2,-9,5,6
Cc1cc(C)c(C)c(S(=O)(=O)N2CCN(C)CC2)c1C,-8,5,-4,10,1,-11,8,5
Cc1cc(C)nc(NCc2ccc(Cl)cc2)n1,8,22,-6,13,0,-5,-2,-12
CCOC(=O)CSc1nc2ccsc2c(=O)[nH]1,18,11,-2,8,1,2,0,12
Cn1c(C(=O)N2CCC(C(=O)N3CCN(Cc4ccc5c(c4)OCO5)CC3)CC2)cc2sccc21,20,2,2,-9,2,1,-11,-6
Cc1cc(C(=O)O)c(S(C)(=O)=O)s1,-8,24,-1,-5,0,-5,6,4
O=C(Nc1ccc(Cl)cc1)OCCN1CCOCC1,/,1,-11,/,1,/,/,9
CCOC(=O)C1(CCOC)CCN(Cc2ccc(C3CCCCO3)s2)CC1 (stereo not drawn),-2,20,4,-8,2,2,-1,-7
COc1ccc(C(=O)NNC(=O)C2CCN(S(=O)(=O)c3ccc(C)cc3)CC2)cc1,0,2,-4,-2,4,3,2,9
CCOC(=O)[C@H]1[C@H]2COc3ccc(Cl)cc3[C@@H]2N2C(=O)c3ccc(C)cc3NC(=O)[C@@]12C,16,2,3,-7,1,-8,4,-18
Cc1nc(C(=O)NNC(=O)c2ccccc2)c(C(F)(F)F)o1,2,10,-1,2,1,-13,-3,-9
Cc1ccc(NCc2nc3ccccc3n2C)c(C)c1,6,12,9,79*,1,76*,71*,19
O=C(Nc1ccc(OCc2ccccc2)cc1)c1ccccc1,-12,13,-10,67*,1,29,5,9
CCC(=O)NC(c1ccc(OC)cc1)c1c(O)ccc2ccccc12 (stereo not drawn),-3,-101,-4,7,0,0,6,-7
O=C(CN(CCc1ccccc1)C(=O)CNS(=O)(=O)c1ccccc1)NCc1ccco1,-1,17,-2,-3,-1,-9,3,-8
Cc1cc(OCC(=O)N2CCC(C(=O)O)CC2)c2c(C)cc(=O)oc2c1,-8,2,-4,2,1,-3,-2,-18
Clc1ccccc1-c1ccc(CN2CCN(c3ccccc3)CC2)o1,13,30,5,7,-1,1,-5,-8
O=C(Nc1cccc(S(=O)(=O)N2CCOCC2)c1)C12CC3CC(CC(C3)C1)C2,12,10,-2,4,2,8,4,18
CC(C)C1C(=O)CC(c2ccccc2)NC1c1ccccc1 (stereo not drawn),13,6,4,-18,1,-20,-5,-2
COC(=O)Cc1ccc(NC(=S)NCc2ccc(F)cc2)cc1,-15,19,-15,11,4,2,-1,6

# Remaining list, next part.
SMILES,Apaf1 inhib,SENP8 block-1,HKDC1 inh,SENP7 block,SENP1 inh,SENP6 block,SENP8 block-2,PfGluPho inh
COc1ccccc1NC(=O)c1sc2nc(-c3ccco3)ccc2c1N,20,-303,10,6,-22,7,-7,37
O=C(Nc1cccnc1)c1ccccc1Oc1ccccc1,11,27,2,0,-1,-11,3,8
COc1ccc(CCNC(=O)c2cc3c(=O)n4ccccc4nc3n(CCCN3CCOCC3)c2=N)cc1OC,-9,-103,-2,-8,-69,-4,0,7
CCCS(=O)(=O)N1CCCC(C(=O)NCC(OC)OC)C1 (stereo not drawn),-7,11,6,1,0,-8,4,-4
Cc1cc(C(=O)COC(=O)/C=C/c2ccco2)c(C)n1C,6,9,-3,-1,2,-6,-12,23
CCn1c(Cc2ccc(OC)cc2)nnc1SCC(=O)NC1CCCCC1,-10,13,-1,3,3,2,0,-13
Cc1nc(-c2ccc(F)cc2)c(CC(=O)N2CCN(S(=O)(=O)c3cccc(Cl)c3)CC2)s1,17,4,-1,-8,3,-10,-4,14
COc1ccc(-c2ccc(-c3cc(=O)oc4cc(OC)c(OC)c(OC)c34)cc2)cc1,19,-127,4,3,2,/,/,-11
NC12CCc3c(no[n+]3[O-])C1(O)CC(c1ccccc1)=[N+]2[O-] (stereo not drawn),-1,2,-14,-9,0,-1,-9,-2

# Assay outcomes from PubChem BioAssay.
